Screening data from PubChem BioAssay.
Efflux pump inh: inhibitors of Candida efflux pumps in yeast, primary screen, S. cerevisiae, Nile Red, multiplex | S. cerevisiae Candida pump triplex | inhibition, % at 10 µM | hit rate 0.44% among 330,000 | AID 485275, 2010;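 active means plate passing quality check with inhibition over a set limit, or well fluorescence over plate mean plus 4 SD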;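 further: Nile Red retained in pooled yeast measured as flow cytometry median fluorescence; 0% = buffer negative control and 100% = Enniatin B positive control; higher means more Nile Red kept so more efflux inhibition; some compounds called inactive have numbers as strong as hits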
EBNA-1 inh: EBNA-1 DNA-binding inhibitors, primary screen, biochemical, fluorescence polarization | inhibition, % at 14.8 µM | hit rate 0.34% among 300,000; in the data active means inhibition above about 28%
core dimer inh: inhibitors of HCV core protein dimerization, primary screen, biochemical, TR-FRET, high-throughput; TR-FRET GST/Flag-core106 dimerization, 1536-well; inhibition, % at 5 µM; hit rate 0.33% among 300,000; AID 1899, 2009;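 active means inhibition above the mean of all tested compounds plus 3 SD, set per screening campaign, cut at about 45% in these data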
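System: GST-tagged and Flag-tagged HCV core protein residues 1-106 / Input: core106 proteins, GST 13.5 nM and Flag 17 nM / Buffer or medium: KF-containing HEPES buffer, pH 7.45, DTT, CHAPS, BSA / Probe or stimulus: Eu-anti-GST and XL665-anti-Flag labelled anti-tag antibodies / Schedule: 4 h, 22.5 °C incubation / Technique: TR-FRET 671 and 617 nm emission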
PREPL inhibitor: PREPL enzyme inhibitors, primary screen, biochemical, fluorescence polarization; recombinant PREPL, fluorescence polarization activity-based probe; Prolyl endopeptidase-like (Homo sapiens), Q4J6C6; inhibition, % at 5.96 µM; hit rate 0.68% among 320,000; AID 2751, 2010; in the data active means inhibition above about 43%;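 further: 0% = enzyme with DMSO and 100% = wells lacking enzyme; many of its hits are not listed in these tables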
Target sequence (Q4J6C6 whole entry, looked up): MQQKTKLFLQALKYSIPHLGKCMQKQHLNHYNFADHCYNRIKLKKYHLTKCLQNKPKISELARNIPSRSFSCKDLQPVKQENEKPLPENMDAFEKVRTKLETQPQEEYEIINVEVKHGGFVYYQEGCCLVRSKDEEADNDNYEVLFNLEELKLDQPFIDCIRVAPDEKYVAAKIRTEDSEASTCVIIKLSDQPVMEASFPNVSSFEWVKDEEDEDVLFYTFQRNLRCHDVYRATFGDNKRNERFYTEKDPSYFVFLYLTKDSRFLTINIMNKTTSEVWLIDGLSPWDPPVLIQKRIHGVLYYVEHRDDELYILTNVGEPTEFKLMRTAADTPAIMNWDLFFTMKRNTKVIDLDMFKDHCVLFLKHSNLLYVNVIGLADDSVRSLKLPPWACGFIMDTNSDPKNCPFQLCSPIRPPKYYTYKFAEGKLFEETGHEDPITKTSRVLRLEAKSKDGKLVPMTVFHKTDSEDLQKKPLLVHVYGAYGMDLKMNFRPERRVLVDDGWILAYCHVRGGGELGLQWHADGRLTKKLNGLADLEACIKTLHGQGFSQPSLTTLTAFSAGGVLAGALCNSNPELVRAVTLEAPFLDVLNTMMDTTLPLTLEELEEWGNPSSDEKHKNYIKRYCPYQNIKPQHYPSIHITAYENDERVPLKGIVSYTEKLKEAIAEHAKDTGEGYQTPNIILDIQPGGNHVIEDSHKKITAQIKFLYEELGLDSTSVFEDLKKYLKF
PP1 counter: PP1-alpha phosphatase inhibitors, primary screen, counter-screen for PP5 inhibitor project, biochemical, fluorescence, OMFP substrate, single point; inhibition, % at 6.7 µM; Serine/threonine-protein phosphatase PP1-alpha catalytic subunit (Homo sapiens), P62136; purified PP1alpha; hit rate 0.9% among 320,000;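 active means inhibition above the mean inhibition of all tested compounds plus 3 SD, computed separately for each screening campaign, cut at about 15% in these data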
PP5 primary: PP5 phosphatase inhibitors, primary screen, biochemical, fluorescence | purified PP5c, OMFP substrate fluorescence | inhibition, % at 6.7 µM | hit rate 0.18% among 320,000 | AID 1987, 2009;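 active means inhibition above the campaign's mean inhibition across all tested compounds plus 3 SD, cut at about 9.5% in these data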;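 further: 0% = DMSO only and 100% = 100 µM cantharidin control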
TPT1 inhibitor: Candida albicans TPT1 enzyme inhibitors, primary screen, biochemical, fluorescence polarization. hit rate 0.81% among 300,000. inhibition, % at 5 µM. recombinant caTPT1, FP RNA substrate dephosphorylation. tRNA 2'-phosphotransferase TPT1 (Candida albicans SC5314);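 active means inhibition above the mean of all tested compounds plus 3 SD, set per screening campaign, cut at about 24% in these data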;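 further: plate controls were DMSO alone for no effect and ferristatin control at 100 nM for full effect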
ZTA counter: blocks Epstein-Barr virus ZTA, an EBNA-1 counter-screen; P03206; ZTA-DNA binding, fluorescence polarization; inhibition, % at 11 µM; hit rate 0.15% among 320,000; AID 2234; in the data active means inhibition above about 33%
Target sequence (P03206 whole entry, looked up): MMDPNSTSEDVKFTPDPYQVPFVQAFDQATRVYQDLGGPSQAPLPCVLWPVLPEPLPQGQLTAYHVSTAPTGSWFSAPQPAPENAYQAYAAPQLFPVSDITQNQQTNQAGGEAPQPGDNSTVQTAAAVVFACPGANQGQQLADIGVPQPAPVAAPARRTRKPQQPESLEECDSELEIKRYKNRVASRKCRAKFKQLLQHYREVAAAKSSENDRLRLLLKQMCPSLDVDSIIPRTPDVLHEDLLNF
CTSL1 counter: Fasciola hepatica cathepsin L1 inhibitors, primary screen, counter-screen for PFM18AAP inhibitor project, biochemical, QFRET, fluorogenic peptide substrate; recombinant F. hepatica cathepsin L1, Z-Leu-Arg-MCA fluorescence; inhibition, % at 5.96 µM; hit rate 0.49% among 300,000; AID 1906, 2009;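 active means inhibition above the mean of all tested compounds plus 3 SD, set per screening campaign, cut at about 17% in these data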;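 further: 0% = plate median of test compound wells and 100% = 1 µM Z-Phe-Ala-diazomethylketone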
* marks the source's active call; other numbers are inactive results. This is a subset; rates above refer to the full screens.

Results for CC(=O)N1c2ccc(S(=O)(=O)NCC3CCC(C(=O)N4CCCCC4)CC3)cc2CC1C (centres undefined) ?
Efflux pump inh: -0.1; EBNA-1 inh: 0.0; core dimer inh: -2.5; PREPL inhibitor: 3.6; PP1 counter: -1.6; PP5 primary: 2.4; TPT1 inhibitor: 0.3; ZTA counter: -13.7; CTSL1 counter: -8.7

Results for Cc1ccc(NCN2C(=O)c3ccccc3C2=O)c(C)c1 ?
Efflux pump inh: -0.1; EBNA-1 inh: -2.0; core dimer inh: -9.1; PREPL inhibitor: 18.3; PP1 counter: -3.7; PP5 primary: -1.4; TPT1 inhibitor: -2.2; ZTA counter: 0.9; CTSL1 counter: 4.9

Results for COC(=O)c1cc2nc(-c3ccc(C)cc3)cc(C(F)(F)F)n2n1 ?
Efflux pump inh: 0.1; EBNA-1 inh: 8.2; core dimer inh: -1.2; PREPL inhibitor: 1.3; PP1 counter: 0.5; PP5 primary: 1.6; TPT1 inhibitor: -1.2; ZTA counter: -3.8; CTSL1 counter: -2.8

Results for O=C(CSc1nncn1-c1ccccc1)NC1CCCCC1 ?
Efflux pump inh: 0.1; EBNA-1 inh: -4.3; core dimer inh: -1.3; PREPL inhibitor: 1.2; PP1 counter: 0.0; PP5 primary: -0.8; TPT1 inhibitor: 0.7; ZTA counter: 2.6; CTSL1 counter: -2.4

Results for N#CC1=C(N)OC2=C(C(=O)CCC2)C12CCN(C(=O)OCc1ccccc1)CC2 ?
Efflux pump inh: 0.3; EBNA-1 inh: -10.8; core dimer inh: -3.3; PREPL inhibitor: 2.2; PP1 counter: -3.8; PP5 primary: -7.3; TPT1 inhibitor: -2.6; ZTA counter: 0.2; CTSL1 counter: -1.4

What do the screens show for `c1ccc2[nH]c(-c3nc4ccccc4[nH]3)nc2c1`?
Efflux pump inh: 0.2; EBNA-1 inh: 9.2; core dimer inh: 2.7; PREPL inhibitor: 2.6; PP1 counter: 0.2; PP5 primary: 1.1; TPT1 inhibitor: 1.0; ZTA counter: 2.6; CTSL1 counter: -0.5

What do the screens show for `COc1ccc(C)cc1NC(=O)C(OC(=O)c1cccc(S(=O)(=O)N(C)c2ccccc2)c1)c1ccccc1` (centres undefined)?
Efflux pump inh: 0.2; EBNA-1 inh: 14.9; core dimer inh: 0.1; PREPL inhibitor: 2.8; PP1 counter: -1.5; PP5 primary: 1.4; TPT1 inhibitor: 1.0; ZTA counter: -6.2; CTSL1 counter: 2.2

How did Oc1ccc(/C=N/Nc2cc(N3CCCC3)nc(N3CCCC3)n2)cc1O do in these assays?
Efflux pump inh: 0.3; EBNA-1 inh: 2.7; core dimer inh: 21.4; PREPL inhibitor: 13.2; PP1 counter: 12.8; PP5 primary: 0.9; TPT1 inhibitor: 2.2; ZTA counter: 11.1; CTSL1 counter: 0.1

Results for C=CCOC(=O)C1=C[C@@H](c2coc3ccccc3c2=O)C[C@@H](OCc2ccc(CO)cc2)O1 ?
Efflux pump inh: -0.1; EBNA-1 inh: 15.0; core dimer inh: 9.3; PREPL inhibitor: 14.8; PP1 counter: -2.0; PP5 primary: -0.4; TPT1 inhibitor: -0.4; ZTA counter: 19.2; CTSL1 counter: -2.3

How did CN1C(=O)C(C)(C)c2cc(S(=O)(=O)N3CCCC3C(=O)NCc3ccc(F)cc3)ccc21 (centres undefined) do in these assays?
Efflux pump inh: 0.0; EBNA-1 inh: 1.1; core dimer inh: -3.0; PREPL inhibitor: 8.7; PP1 counter: 3.4; PP5 primary: 2.2; TPT1 inhibitor: -3.2; ZTA counter: -20.0; CTSL1 counter: -0.1

What do the screens show for `Cc1cc(C)c(NC(=O)COC(=O)C2CCN(c3ccc(C(F)(F)F)cn3)CC2)c(Cl)c1`?
Efflux pump inh: 0.0; EBNA-1 inh: -4.2; core dimer inh: 2.6; PREPL inhibitor: 0.0; PP1 counter: -1.7; PP5 primary: 3.2; TPT1 inhibitor: 4.8; ZTA counter: -14.4; CTSL1 counter: -3.9

What do the screens show for `CCOC(=O)CSc1ccccn1`?
Efflux pump inh: 0.1; EBNA-1 inh: -8.8; core dimer inh: -0.1; PREPL inhibitor: 3.2; PP1 counter: 0.3; PP5 primary: 1.5; TPT1 inhibitor: 0.3; ZTA counter: 6.0; CTSL1 counter: -5.4

What do the screens show for `CCc1nnc(NC(=O)C2CCN(S(=O)(=O)Cc3ccccc3)CC2)s1`?
Efflux pump inh: -0.1; EBNA-1 inh: -3.8; core dimer inh: -0.6; PREPL inhibitor: -3.8; PP1 counter: -2.9; PP5 primary: 1.6; TPT1 inhibitor: -0.9; ZTA counter: -13.1; CTSL1 counter: -2.6

Results for COc1ccccc1OCc1ccc(C(=O)NCC2CCCO2)o1 (centres undefined) ?
Efflux pump inh: -0.1; EBNA-1 inh: -8.2; core dimer inh: 2.5; PREPL inhibitor: -7.3; PP1 counter: -0.8; PP5 primary: -0.4; TPT1 inhibitor: -4.0; ZTA counter: 1.3; CTSL1 counter: -2.7

How did O=C(NC1(C(F)(F)F)N=C2SCCN2C1=O)c1ccccc1F (centres undefined) do in these assays?
Efflux pump inh: -0.1; EBNA-1 inh: 4.9; core dimer inh: 1.2; PREPL inhibitor: 1.5; PP1 counter: -2.4; PP5 primary: -3.2; TPT1 inhibitor: -1.4; ZTA counter: 0.8; CTSL1 counter: 1.6

Results for COc1ccc(S(=O)(=O)N(C)CC(=O)N2CCCC2)cc1Cl ?
Efflux pump inh: -0.2; EBNA-1 inh: -0.3; core dimer inh: -7.2; PREPL inhibitor: 6.2; PP1 counter: -3.2; PP5 primary: 1.1; TPT1 inhibitor: -1.4; ZTA counter: -14.9; CTSL1 counter: -1.5

What do the screens show for `CCCC(=O)Nc1cccc(Oc2nc(C)cc(C)c2C#N)c1`?
Efflux pump inh: 0.1; EBNA-1 inh: 5.2; core dimer inh: -4.8; PREPL inhibitor: -8.5; PP1 counter: -1.2; PP5 primary: 9.0; TPT1 inhibitor: -0.4; ZTA counter: 17.1; CTSL1 counter: -0.5

How did CC(C)OCCCn1c(=NC(=O)c2ccncc2)c(C#N)cc2c(=O)n3ccccc3nc21 do in these assays?
Efflux pump inh: 0.1; EBNA-1 inh: -8.6; core dimer inh: 5.9; PREPL inhibitor: 2.2; PP1 counter: 1.9; PP5 primary: 0.2; TPT1 inhibitor: -8.1; ZTA counter: -1.5; CTSL1 counter: 1.8

What do the screens show for `CN(C)c1ccc(/C=C(\C#N)C(=O)OCC(=O)N(C)C2CCS(=O)(=O)C2)cc1` (centres undefined)?
Efflux pump inh: -0.1; PREPL inhibitor: 6.8; PP1 counter: 2.7; PP5 primary: 1.7; ZTA counter: -11.9

Results for O=C1NC(=O)C(c2ccc(Cl)cc2)N1 (centres undefined) ?
Efflux pump inh: 0.0; EBNA-1 inh: -6.3; core dimer inh: 6.4; PREPL inhibitor: -0.3; PP1 counter: -2.3; PP5 primary: 1.9; TPT1 inhibitor: -2.7; ZTA counter: 4.0; CTSL1 counter: -0.8

3 entries out of the list, sorted by formula weight, highest first.
Results for COc1ccccc1OCc1ccc(C(=O)NCC2CCCO2)o1 (centres undefined) ?
Efflux pump inh: -0.1; EBNA-1 inh: -8.2; core dimer inh: 2.5; PREPL inhibitor: -7.3; PP1 counter: -0.8; PP5 primary: -0.4; TPT1 inhibitor: -4.0; ZTA counter: 1.3; CTSL1 counter: -2.7

Results for Cc1ccc(NCN2C(=O)c3ccccc3C2=O)c(C)c1 ?
Efflux pump inh: -0.1; EBNA-1 inh: -2.0; core dimer inh: -9.1; PREPL inhibitor: 18.3; PP1 counter: -3.7; PP5 primary: -1.4; TPT1 inhibitor: -2.2; ZTA counter: 0.9; CTSL1 counter: 4.9

What do the screens show for `c1ccc2[nH]c(-c3nc4ccccc4[nH]3)nc2c1`?
Efflux pump inh: 0.2; EBNA-1 inh: 9.2; core dimer inh: 2.7; PREPL inhibitor: 2.6; PP1 counter: 0.2; PP5 primary: 1.1; TPT1 inhibitor: 1.0; ZTA counter: 2.6; CTSL1 counter: -0.5

(continued)
Results for CCC(CO)NCc1ccc(OCC(=O)Nc2cccc(C(F)(F)F)c2)c(OC)c1 (centres undefined) ?
Efflux pump inh: 0.0; EBNA-1 inh: 2.9; core dimer inh: 3.0; PREPL inhibitor: 20.2; PP1 counter: 0.2; PP5 primary: 1.5; TPT1 inhibitor: -1.3; ZTA counter: -3.0; CTSL1 counter: -3.7

Results for CCNC(=O)CN1C(=O)NC(CCc2ccccc2)C1=O (centres undefined) ?
Efflux pump inh: 0.1; EBNA-1 inh: 1.7; core dimer inh: -3.0; PREPL inhibitor: -1.4; PP1 counter: -2.2; PP5 primary: 1.6; TPT1 inhibitor: -0.8; ZTA counter: -9.4; CTSL1 counter: -2.2

Results for COc1ccc(N2C(C(C)=O)=NN(c3ccccc3)C2c2cccs2)cc1 (centres undefined) ?
Efflux pump inh: 0.1; EBNA-1 inh: -0.8; core dimer inh: 4.0; PREPL inhibitor: 0.9; PP1 counter: 0.4; PP5 primary: 1.0; TPT1 inhibitor: 9.5; ZTA counter: -4.4; CTSL1 counter: -0.4

What do the screens show for `O=C(Nc1cc2c(cc1Br)OCCCO2)c1cccnc1`?
Efflux pump inh: -0.1; EBNA-1 inh: 0.8; core dimer inh: -1.2; PREPL inhibitor: -2.8; PP1 counter: 1.3; PP5 primary: 4.2; TPT1 inhibitor: 0.0; ZTA counter: 3.8; CTSL1 counter: -3.0

How did COC(=O)c1ccccc1NC(=O)CSc1nnnn1CC(=O)O do in these assays?
Efflux pump inh: 0.0; EBNA-1 inh: -8.4; core dimer inh: -3.8; PREPL inhibitor: 1.4; PP1 counter: -2.2; PP5 primary: 1.2; TPT1 inhibitor: 3.4; ZTA counter: -2.6; CTSL1 counter: 6.3

Results for COc1ccccc1CNC(=O)c1cccc(C)c1[N+](=O)[O-] ?
Efflux pump inh: 0.0; EBNA-1 inh: 9.3; core dimer inh: 0.7; PREPL inhibitor: -3.3; PP1 counter: -1.4; PP5 primary: 0.5; TPT1 inhibitor: -3.2; ZTA counter: -3.9; CTSL1 counter: 2.4

How did O=C(Nc1ccccc1)N(Cc1ccccc1)Cc1ccccc1 do in these assays?
Efflux pump inh: 0.1; EBNA-1 inh: 11.6; core dimer inh: 1.7; PREPL inhibitor: -3.7; PP1 counter: 0.7; PP5 primary: 2.5; TPT1 inhibitor: -1.0; ZTA counter: 7.2; CTSL1 counter: 1.7

What do the screens show for `CCCCCCC(=O)N/N=C/c1ccc(Br)cc1`?
Efflux pump inh: -0.1; EBNA-1 inh: -0.8; core dimer inh: -8.7; PREPL inhibitor: -7.0; PP1 counter: 2.2; PP5 primary: 4.5; TPT1 inhibitor: -2.4; ZTA counter: -8.3; CTSL1 counter: 1.6

Results for O=C(CSCc1ccccc1Br)NNC(=S)NCc1ccco1 ?
Efflux pump inh: -0.1; EBNA-1 inh: 2.6; core dimer inh: -4.1; PREPL inhibitor: -5.9; PP1 counter: -2.0; PP5 primary: -0.4; TPT1 inhibitor: 0.0; ZTA counter: 12.4; CTSL1 counter: -2.0

What do the screens show for `c1ccc(SSc2ccccc2)cc1`?
Efflux pump inh: -0.1; EBNA-1 inh: 10.9; core dimer inh: 4.6; PREPL inhibitor: 5.8; PP1 counter: 1.4; PP5 primary: -0.9; TPT1 inhibitor: 1.7; ZTA counter: 10.5; CTSL1 counter: 3.0
